Assay outcomes from PubChem.
pAkt inh – Akt phosphorylation inhibition | Neuro2A IGF-stimulated pAkt S473 HTRF, 20 min; hits give low values | activity change, % for hits at 50 µM | actives 0.32% (n = 360,000) | AID 651550; in the data active = activity change below about -80%; inconclusive = mostly about -51% to -80%; also: % is scaled to controls: 0 for no effect and ±100 for the full control effect
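Neuro2A cells in DMEM with 0.5% FBS, overnight at 37 deg C, given compound at single 50 µM final, then IGF (6 nM final) for 20 min at 37 deg C. Lysed; phospho-Akt Ser473 by HTRF after 24 h, 665/615 ratio.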
TDP-43 yeast inh – TDP-43 toxicity inhibition in yeast | TDP-43 expressing yeast growth rescue, BacTiter-Glo, 24 h | Potency, µM (top dose mostly 46.1 µM), without a hit: at the highest dose growth rescue (activation), most hits filed as activators | actives 1.8% (n = 410,000) | AID 652104; also: potency is read from the fitted curve at half-maximal effect; % of control where 0% means no effect; nearly all actives have a fitted effect of over 50% in size
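In this qHTS, compounds that restore growth of yeast expressing TDP-43 appear as activators. Cells (OD600=0.02, galactose medium, raffinose-pregrown) are incubated with compound 24 hr at 30 deg C and growth is quantified by BacTiter-Glo.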
HEK293 tox – cytotoxicity in counter-screen for GLP-1R inverse agonists | HEK293 cAMP-luciferase reporter cells, luminescence, 24 h | Potency, µM (titrated, usually from 38.3 µM), inactives show top-dose activity change, negative = inhibition, usual class: inhibitors | actives 0.13% (n = 410,000) | AID 624418;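 also: loss of luciferase light is scored as toxicity; potency is read from the fitted curve at half-maximal effect; % is scaled to controls: 0 for no effect and ±100 for the full control effect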
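Luminescence readout: signal drop marks cytotoxicity. Plated cells grew 12 h at 37 °C, 5% CO2, received 23 nL compound for 24 h, then got luciferase reagent, read after 12 min at RT.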
PTHR1 agonist – agonists of human PTHR1 parathyroid hormone receptor. HEK293 GP2 PTHR1 cells, GloSensor cAMP luminescence, 1 h. Potency, µM (doses to about 115 µM), inactives show at the top dose activation, actives largely listed as activators. actives 0.075% (n = 410,000); also: potency is read from the fitted curve at half-maximal effect; nearly all actives have a fitted effect of over 55% in size; some results filed as inactive show a strong effect at the top dose; inactives centre near -15; many of its hits are not listed in these tables
Target sequence (Q03431 whole entry, looked up): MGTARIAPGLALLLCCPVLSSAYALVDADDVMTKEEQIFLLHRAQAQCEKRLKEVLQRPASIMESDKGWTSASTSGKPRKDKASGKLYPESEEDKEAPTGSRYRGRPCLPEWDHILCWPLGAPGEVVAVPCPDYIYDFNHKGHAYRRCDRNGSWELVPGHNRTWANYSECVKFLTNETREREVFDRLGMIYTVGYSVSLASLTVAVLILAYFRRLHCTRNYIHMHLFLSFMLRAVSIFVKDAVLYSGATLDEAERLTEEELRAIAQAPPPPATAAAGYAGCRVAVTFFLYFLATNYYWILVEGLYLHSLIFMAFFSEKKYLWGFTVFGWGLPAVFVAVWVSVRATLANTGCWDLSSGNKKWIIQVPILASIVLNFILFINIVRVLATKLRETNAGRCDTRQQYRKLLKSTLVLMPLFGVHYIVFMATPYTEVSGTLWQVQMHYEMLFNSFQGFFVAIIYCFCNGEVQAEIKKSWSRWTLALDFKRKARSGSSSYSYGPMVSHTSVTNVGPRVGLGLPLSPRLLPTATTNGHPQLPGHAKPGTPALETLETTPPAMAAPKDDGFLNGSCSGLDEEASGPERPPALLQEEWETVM
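HEK-293-derived GP2 cells expressing PTHR1 and a GloSensor cAMP reporter, 3,000/well, plated overnight, given luciferin plus IBMX (each 0.5 mM as added) for 1 h at 37 °C, then compound for 1 h at 37 °C. Luminescence was read after 15 min at room temperature.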
FUS suppressor – FUS proteinopathy suppression in yeast. AID 1347120. Potency, µM (titrated, usually from 76.6 µM), inactives show at the top dose growth rescue (activation), hits mostly activators. S. cerevisiae FUS-expressing, growth rescue, OD600, 24 h. actives 0.24% (n = 390,000);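 also: potency is read from the fitted curve at half-maximal effect; plate controls were DMSO vehicle for no effect and reference control for full effect; nearly all actives have a fitted effect of over 55% in size; some results filed as inactive show a strong effect at the top dose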
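Absorbance at 600 nm, taken 24hr after compound addition, measured rescue of FUS-yeast growth at 30C. Induction used 2% galactose with seeding at OD 0.005. Controls: CP55940 from 92uM final, DMSO only.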
Mm-Cpn inhibitor – inhibitors of Methanococcus maripaludis chaperonin (MmCpn). actives 0.031% (n = 330,000). AID 504842. Potency, µM (doses to about 76.9 µM), inactives show top-dose activity, negative = inhibition, most hits filed as inhibitors. purified Mm-Cpn ATPase, ADP Transcreener TR-FRET; also: potency is read from the fitted curve at half-maximal effect; % is scaled to controls: 0 for no effect and ±100 for the full control effect; nearly all actives have a fitted effect of over 80% in size
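Compound-treated chaperonin, 25 nM final, turns over 10 uM ATP at 37°C for 30 min following a 10 min preincubation; ADP generated competes with ADP-d2 for Eu-cryptate antibody, lowering FRET.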
Abeta yeast res – restores growth of yeast expressing A-beta42 peptide | Potency, µM (highest dose often 46.1 µM), without a hit: at the top dose growth rescue, actives largely listed as activators | AID 1347071 | yeast expressing A-beta42, growth rescue, OD600, 48 h; response scale: 0% DMSO, 100% iron-clioquinol control | actives 0.063% (n = 410,000); also: potency is read from the fitted curve at half-maximal effect; nearly all actives have a fitted effect of over 55% in size
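Yeast growth medium received pinned compounds, then yeast cells expressing toxic A-beta were added; plates incubated at 30 C for 48 hr. Growth read as absorbance at 600 nm, normalized to DMSO and equimolar FeCl3 plus clioquinol controls.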
aSyn rescue – rescues yeast growth from alpha-synuclein toxicity. actives 0.14% (n = 370,000). AID 652106. Potency, µM (top dose mostly 46.1 µM), for the others: top-dose growth rescue (activation), hits mostly activators. Yeast expressing alpha-synuclein, growth rescue, BacTiter-Glo, 24 h; also: potency is read from the fitted curve at half-maximal effect; % of control where 0% means no effect; nearly all actives have a fitted effect of over 65% in size
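Screening used galactose-induced yeast with toxic alpha-synuclein levels, exposed to compound for 24 hr at 30 deg C. Cell growth, read with BacTiter-Glo luminescence, gave the measured signal.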
GLP1R inv ag – GLP-1 receptor (human) inverse agonism. Potency, µM (series often up to 38.3 µM), inactives show at the top dose activity change, negative = inhibition, most hits filed as inhibitors. HEK293 GLP-1R CRE-luciferase, luminescence, 24 h; GLP-1R form is constitutively active. actives 1.6% (n = 410,000). P43220. AID 624417; also: potency is read from the fitted curve at half-maximal effect; % is scaled to controls: 0 for no effect and ±100 for the full control effect; nearly all actives have a fitted effect of over 55% in size
Target sequence (P43220 whole entry, looked up): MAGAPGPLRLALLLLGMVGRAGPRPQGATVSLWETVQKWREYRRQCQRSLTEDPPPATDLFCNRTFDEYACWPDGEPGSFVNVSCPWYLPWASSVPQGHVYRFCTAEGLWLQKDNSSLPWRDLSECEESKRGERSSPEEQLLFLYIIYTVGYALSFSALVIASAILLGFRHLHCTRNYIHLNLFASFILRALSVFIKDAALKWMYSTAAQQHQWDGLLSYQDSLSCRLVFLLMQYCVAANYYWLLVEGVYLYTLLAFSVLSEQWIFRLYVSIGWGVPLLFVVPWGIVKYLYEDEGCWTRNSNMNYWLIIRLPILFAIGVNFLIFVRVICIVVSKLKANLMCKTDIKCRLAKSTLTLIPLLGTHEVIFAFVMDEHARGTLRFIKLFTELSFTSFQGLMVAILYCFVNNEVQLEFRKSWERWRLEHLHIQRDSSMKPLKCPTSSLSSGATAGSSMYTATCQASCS
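Readout was luciferase luminescence, measured 12 min after detection reagent at room temperature. Beforehand, GLP-1R reporter HEK293 cells had sat 12 h, then received compounds for 24 hr at 37 deg C.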
* marks the source's active call; other numbers are inactive results; & = joins results of further samples; [ ] = remark or other dose. Unless noted, calls follow the shape of the dose curve; as a rule, active = well fitted curve in the direction sought with a large enough effect; inconclusive = small, poorly fitted or top-dose-only effect, or another doubt; inactive = no such curve, though single readings can be large; an effect the other way counts as inactive or inconclusive. An excerpt; count on the stated rates, not on these rows.

What do the screens show for `CN(C)CCOC(=O)c1sc2ccccc2c1Cl`?
pAkt inh: inactive; TDP-43 yeast inh: -25%[9.22 µM]; HEK293 tox: -13%; PTHR1 agonist: inactive; FUS suppressor: 9%; Mm-Cpn inhibitor: -9%; Abeta yeast res: -2%; aSyn rescue: 0%; GLP1R inv ag: 19%

How did O=C(NC(=S)Nc1ccccc1Br)C1CCC1 do in these assays?
pAkt inh: inactive; TDP-43 yeast inh: inconclusive; HEK293 tox: inconclusive; PTHR1 agonist: inactive; FUS suppressor: 9%; Mm-Cpn inhibitor: -2%; Abeta yeast res: inconclusive; aSyn rescue: -1%; GLP1R inv ag: -20%

How did CCC1CN(C(=O)N2CCC(C(=O)Nc3ccccc3F)CC2)c2ccccc2O1 (configuration not stated) do in these assays?
pAkt inh: inactive; TDP-43 yeast inh: inconclusive; HEK293 tox: -14%&-14%; PTHR1 agonist: -9%; FUS suppressor: inconclusive; Mm-Cpn inhibitor: -1%; Abeta yeast res: 1%&-8%; aSyn rescue: -3%; GLP1R inv ag: inconclusive

What do the screens show for `C=CCOc1ccc(Br)cc1CNCCCN1CCOCC1`?
pAkt inh: inactive; TDP-43 yeast inh: 9%; HEK293 tox: -6%; PTHR1 agonist: inactive; Mm-Cpn inhibitor: 0%; Abeta yeast res: 11%; aSyn rescue: -1%; GLP1R inv ag: 3%

What do the screens show for `c1ccc2nc(-c3nc4ccccc4o3)ccc2c1`?
pAkt inh: inactive; TDP-43 yeast inh: -28%; HEK293 tox: 6%; PTHR1 agonist: -21%[57.5 µM]; FUS suppressor: -12%; Mm-Cpn inhibitor: 0%; Abeta yeast res: -43%[inhibitor]; aSyn rescue: -15%; GLP1R inv ag: -1%

Results for Cc1ccc(CNS(=O)(=O)CCNC(=O)c2ccc3c(c2)OCO3)cc1 ?
pAkt inh: inactive; TDP-43 yeast inh: 8%; HEK293 tox: 13%; PTHR1 agonist: -22%; FUS suppressor: 5%; Mm-Cpn inhibitor: -11%; Abeta yeast res: 3%; aSyn rescue: -2%; GLP1R inv ag: -12%

How did CCOc1ccccc1N(C(=O)c1snc(C(N)=O)c1N)C(C(=O)NCCC(C)C)c1ccco1 (configuration not stated) do in these assays?
pAkt inh: inactive; TDP-43 yeast inh: 1%; HEK293 tox: 5%; PTHR1 agonist: -16%; Mm-Cpn inhibitor: -7%; Abeta yeast res: 8%; aSyn rescue: 9%; GLP1R inv ag: inconclusive

Results for O=c1c2nnn(Cc3ccccc3)c2ncn1C/C=C/c1ccccc1 ?
pAkt inh: inactive; TDP-43 yeast inh: inconclusive; HEK293 tox: 0%; PTHR1 agonist: inactive; FUS suppressor: -14%; Mm-Cpn inhibitor: -2%; Abeta yeast res: 2%; aSyn rescue: 3%; GLP1R inv ag: inconclusive

Results for O=C(COC(=O)C1CC2C=CC1C2)Nc1cccc(S(=O)(=O)N2CCCCCC2)c1 (configuration not stated) ?
pAkt inh: inactive; TDP-43 yeast inh: 14%; HEK293 tox: -13%; PTHR1 agonist: -31%[inhibitor]; FUS suppressor: 18%; Mm-Cpn inhibitor: 2%; Abeta yeast res: 20%; aSyn rescue: -7%; GLP1R inv ag: inconclusive

Results for COc1ccc(NS(=O)(=O)c2cn(C)c(=O)n(C)c2=O)c(OC)c1 ?
pAkt inh: inactive; TDP-43 yeast inh: -9%; HEK293 tox: 0%; PTHR1 agonist: -2%; FUS suppressor: -13%; Mm-Cpn inhibitor: -3%; Abeta yeast res: 3%; aSyn rescue: -6%; GLP1R inv ag: -1%

What do the screens show for `CC1C(=O)C(C)C(c2ccccc2F)NC1c1ccccc1F` (configuration not stated)?
pAkt inh: inactive; TDP-43 yeast inh: 14%; HEK293 tox: -32%; PTHR1 agonist: -72%[inhibitor]; FUS suppressor: -36%; Mm-Cpn inhibitor: 1%; Abeta yeast res: -1%; aSyn rescue: -2%; GLP1R inv ag: -14%

How did COc1ccc(C2CC(c3ccccc3)=NN2S(=O)(=O)c2ccccc2)cc1 (configuration not stated) do in these assays?
pAkt inh: inactive; TDP-43 yeast inh: 8%; HEK293 tox: 5%; PTHR1 agonist: -6%; FUS suppressor: 44%; Mm-Cpn inhibitor: 1%; Abeta yeast res: 16%; aSyn rescue: 2%; GLP1R inv ag: inconclusive

Results for Cc1ccc2c(N)c(C)ccc2c1 ?
pAkt inh: inactive; TDP-43 yeast inh: -9%; HEK293 tox: 9%; PTHR1 agonist: inactive; FUS suppressor: -24%; Mm-Cpn inhibitor: -3%; Abeta yeast res: -26%; aSyn rescue: 4%; GLP1R inv ag: -10%

Results for CC1Cc2cc(S(=O)(=O)N3CCN(c4cccc(Cl)c4)CC3)ccc2N1C(=O)C1CC1 (configuration not stated) ?
pAkt inh: inactive; TDP-43 yeast inh: 0%; HEK293 tox: -15%; PTHR1 agonist: inactive; FUS suppressor: -2%; Mm-Cpn inhibitor: -1%; Abeta yeast res: 10%; aSyn rescue: 2%; GLP1R inv ag: 0%

What do the screens show for `Cc1onc(-c2ccccc2)c1C(=O)Nc1ccccc1NC(=O)c1c(-c2ccccc2)noc1C`?
pAkt inh: inactive; TDP-43 yeast inh: 7%; HEK293 tox: -2%; PTHR1 agonist: inactive; FUS suppressor: 4%; Mm-Cpn inhibitor: 0%; Abeta yeast res: 9%; aSyn rescue: 1%; GLP1R inv ag: 9%

How did COc1cc(C(=O)NC2CCCCC2)ccc1OCc1ccc(Cl)cc1Cl do in these assays?
pAkt inh: inactive; TDP-43 yeast inh: 22%; HEK293 tox: -7%; PTHR1 agonist: -3%; FUS suppressor: 11%; Mm-Cpn inhibitor: -4%; Abeta yeast res: 1%; aSyn rescue: -1%; GLP1R inv ag: 4%

Results for O=c1c(OC2OC(CO)C(O)C(O)C2OC2OC(CO)C(O)C(O)C2O)c(-c2ccc(O)cc2)oc2cc(O)cc(O)c12 (configuration not stated) ?
pAkt inh: inactive; TDP-43 yeast inh: 10%; HEK293 tox: 0%; PTHR1 agonist: -4%; FUS suppressor: 1%; Mm-Cpn inhibitor: -2%; Abeta yeast res: -8%; aSyn rescue: 4%; GLP1R inv ag: -16%

Results for O=C(Cn1nnc(-c2ccccc2NC(=O)c2ccco2)n1)NC1CCCCC1 ?
pAkt inh: inactive; TDP-43 yeast inh: -7%; HEK293 tox: -5%; PTHR1 agonist: -6%[57.5 µM]; FUS suppressor: 26%; Mm-Cpn inhibitor: -8%; Abeta yeast res: 13%; aSyn rescue: 14%; GLP1R inv ag: -14%

How did COc1cc2cc(CCOC(=O)c3ccc(C(F)(F)F)cc3)oc(=O)c2cc1OC do in these assays?
pAkt inh: inactive; TDP-43 yeast inh: -8%; HEK293 tox: 11%; PTHR1 agonist: -12%; FUS suppressor: 22%; Mm-Cpn inhibitor: -3%; Abeta yeast res: -14%; aSyn rescue: -3%; GLP1R inv ag: 33%[activator]

How did COc1cccc(NC(=O)Nc2nc(SC)ns2)c1 do in these assays?
pAkt inh: inactive; TDP-43 yeast inh: -2%; HEK293 tox: -13%; PTHR1 agonist: -52%[inhibitor]; FUS suppressor: -19%; Mm-Cpn inhibitor: 1%; Abeta yeast res: 2%; aSyn rescue: -5%; GLP1R inv ag: inconclusive

Results for O=C(/C=C/C=C/c1ccc2c(c1)OCO2)N1CCCCC1 ?
pAkt inh: inactive; TDP-43 yeast inh: 0%; HEK293 tox: 1%; PTHR1 agonist: -11%; FUS suppressor: 7%; Mm-Cpn inhibitor: -1%; Abeta yeast res: -29%; aSyn rescue: -1%; GLP1R inv ag: -21%

Results for COc1ccc(C(=O)NC(C)c2cccnc2)cc1S(=O)(=O)N(C)Cc1ccccc1 (configuration not stated) ?
pAkt inh: inactive; TDP-43 yeast inh: 19%; HEK293 tox: -10%; PTHR1 agonist: -24%; FUS suppressor: 34%; Mm-Cpn inhibitor: 0%; Abeta yeast res: 4%; aSyn rescue: 4%; GLP1R inv ag: 9%

How did C1CC(CN2CCOCC2)CN(Cc2nc(CC3CC3)no2)C1 (configuration not stated) do in these assays?
pAkt inh: inactive; TDP-43 yeast inh: 3%; HEK293 tox: 13%; PTHR1 agonist: inactive; FUS suppressor: 10%; Mm-Cpn inhibitor: -3%; Abeta yeast res: 1%; aSyn rescue: 0%; GLP1R inv ag: 4%

Results for COc1cccc(C=NCC(C)N=Cc2cccc(OC)c2O)c1O (configuration not stated) ?
pAkt inh: inactive; TDP-43 yeast inh: 0%; HEK293 tox: 19%; PTHR1 agonist: -41%[inhibitor]; Mm-Cpn inhibitor: 0%; Abeta yeast res: 0%; aSyn rescue: 1%; GLP1R inv ag: 0%

Results for O=C(NNc1cc(Cl)cc(Cl)c1)c1c(F)cccc1Cl ?
pAkt inh: inactive; TDP-43 yeast inh: -8%; HEK293 tox: -46%; PTHR1 agonist: -6%; FUS suppressor: 1%; Mm-Cpn inhibitor: 1%; Abeta yeast res: 4%; aSyn rescue: 2%; GLP1R inv ag: 10µM*
